DUSP3 inh – inhibitors of human VHR1 phosphatase (DUSP3) | recombinant VHR phosphatase, pNPP absorbance | 0.52% of 290,000 active | inhibition, % at 13.3 µM | P51452; in the data active = inhibition above about 50%; note: some compounds called inactive have numbers as strong as hits
Target sequence (P51452 whole entry, looked up): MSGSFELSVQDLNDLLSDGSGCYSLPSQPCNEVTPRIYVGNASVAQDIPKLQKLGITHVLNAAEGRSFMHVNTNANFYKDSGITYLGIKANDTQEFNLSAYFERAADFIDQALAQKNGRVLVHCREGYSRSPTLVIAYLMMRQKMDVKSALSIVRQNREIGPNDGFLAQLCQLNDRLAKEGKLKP
Rv3671c inh – inhibits the M. tuberculosis serine protease Rv3671c. P9WHR9. inhibition, % at 5.96 µM. 0.048% of 320,000 active. AID 2606; in the data active = inhibition above about 38%;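 note: extracellular domain of Rv3671c used as enzyme; 0% = enzyme with DMSO and 100% = no enzyme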
TcdB inh – inhibitors of Clostridioides difficile toxin B glycohydrolase; 0.24% of 350,000 active; inhibition, % at 9.99 µM; TcdB glycohydrolase enzymatic assay, plate reader; in the data active = inhibition above about 10%
3CLpro inhibitor – SARS-CoV 3CLpro protease inhibition | AID 1706 | recombinant SARS-CoV 3CLpro, quenched FRET peptide cleavage | inhibition, % at 6 µM | 0.14% of 290,000 active; in the data active = inhibition above about 12%
PfHsp40 yeast – restores yeast growth despite PfHsp40 toxicity; S. cerevisiae expressing PfHsp40, growth rescue, ATP luminescence; growth rescue, % at 12.5 µM; 0.68% of 340,000 active; AID 504582; in the data active = growth rescue above about 28%, passing the limit was not always enough;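 note: yeast W303a lacking pdr1 and pdr3 grown in galactose medium; growth measured after three days at 30 °C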
Y pestis TopoI – blocks Yersinia pestis topoisomerase I activity; Y. pestis Topo-I cleavage product accumulation, plate reader; activity, % at 10 µM; 0.064% of 360,000 active; AID 504884; in the data active = activity above about 50%, passing the limit was not always enough; note: inactives centre near 2
Vc quorum ag – quorum light induction in luxS cqsA deficient V. cholerae; 0.16% of 350,000 active; activation, % at 18.7 µM; V. cholerae BH1578 lux reporter, luminescence, 6 h; in the data active = activation mostly above about 9.7%, no sharp cut-off; note: not every result past the cut was called active; inactives centre near 0; reference of the scale not given here
PriA SSB inh – K. pneumoniae PriA-SSBct interaction inhibition. AlphaScreen SSBct-PriA binding, biotinylated peptide. 0.6% of 430,000 active. inhibition, % at 33 µM; in the data active = inhibition mostly above about 37%, no sharp cut-off; inactive = mostly below about 20%;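 note: plate controls were negative control peptide for no effect and reference peptide for full effect; strong numbers were not always called active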
Anthrax LF inh2 – anthrax lethal factor protease inhibition | multiplex microsphere protease cleavage assay, LF | inhibition, % at 10 µM | 0.12% of 360,000 active | AID 588501; in the data active = inhibition above about 30%; note: plate controls were buffer without enzyme for full effect and enzyme alone for no effect
Target sequence (P15917 whole entry, looked up): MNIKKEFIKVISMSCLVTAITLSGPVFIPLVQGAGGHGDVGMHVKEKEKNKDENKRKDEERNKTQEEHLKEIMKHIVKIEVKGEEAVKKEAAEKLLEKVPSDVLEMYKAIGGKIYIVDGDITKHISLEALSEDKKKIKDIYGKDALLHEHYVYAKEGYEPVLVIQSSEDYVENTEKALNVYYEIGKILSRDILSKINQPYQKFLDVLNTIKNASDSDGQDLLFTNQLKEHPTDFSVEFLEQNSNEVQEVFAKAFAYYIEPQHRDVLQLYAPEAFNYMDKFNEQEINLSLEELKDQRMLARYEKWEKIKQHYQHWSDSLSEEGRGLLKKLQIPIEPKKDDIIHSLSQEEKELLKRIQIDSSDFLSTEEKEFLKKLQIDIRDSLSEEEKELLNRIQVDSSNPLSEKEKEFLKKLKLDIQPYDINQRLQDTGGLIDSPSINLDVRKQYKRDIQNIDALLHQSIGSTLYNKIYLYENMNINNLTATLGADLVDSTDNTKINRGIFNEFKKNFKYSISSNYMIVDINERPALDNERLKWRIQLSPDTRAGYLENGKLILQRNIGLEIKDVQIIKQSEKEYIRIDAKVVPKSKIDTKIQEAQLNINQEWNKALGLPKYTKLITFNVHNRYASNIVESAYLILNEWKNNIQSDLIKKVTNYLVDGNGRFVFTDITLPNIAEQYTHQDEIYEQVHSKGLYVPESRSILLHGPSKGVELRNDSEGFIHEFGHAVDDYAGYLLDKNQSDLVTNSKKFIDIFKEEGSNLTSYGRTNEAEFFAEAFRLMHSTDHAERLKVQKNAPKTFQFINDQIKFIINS
MazF activator – activators of E. coli MazEF toxin-antitoxin RNase. P0AE70. FAM/BHQ RNA-DNA oligo cleavage fluorescence, 5 h. activation, % at 20 µM. 0.32% of 350,000 active. AID 504720; in the data active = activation above about 50%
Starred values were filed as active, the others as inactive; i = inactive; . = no result given; & = joins results of further samples.

Each structure is followed by: DUSP3 inh, Rv3671c inh, TcdB inh, 3CLpro inhibitor, PfHsp40 yeast, Y pestis TopoI, Vc quorum ag, PriA SSB inh, Anthrax LF inh2, MazF activator
- COc1ccc(CNC(=O)CNC(=O)c2sc3ccccc3c2Cl)cc1OC
    ., -6.6, 1.6, ., 0.3, 31.5, i, 0.0, -1.5, -11.8
- CC1Cc2ccccc2N1S(=O)(=O)c1cccc(C(=O)OCC(=O)N2CCOCC2)c1 (stereo not given)
    ., 4.4, 0.3, ., 0.4, 23.7, -1.8, -9.5, 7.9, -1.1
- c1ccc(CSc2nnc(-c3ccccn3)n2-c2ccccc2)cc1
    10.4, 4.9, ., 2.6, -0.3, 18.1, -1.9, -2.1, 1.9, -1.1
- COc1ccc(CNCc2ccc(C)cc2)c(OC)c1
    19.2, 12.9, -0.5, 3.5, 1.0, 11.3, -0.3, -0.3, 4.4, 4.9
- CCCCNC(=O)Nc1ccnn1C1CCCCC1
    17.4, 2.6, ., 1.1, 2.1, 1.5, 0.5, -11.8, -1.8, 5.6
- Cc1ccccc1Nc1nnc(SCC(=O)Nc2ncc(C(F)(F)F)cc2Cl)s1
    -12.5, -0.2, ., 19.7*, 0.8, 9.6, -2.1, 0.2, 0.4, -13.5
- CC(C)C1C(=O)N(Cc2cn(CCC3OCCO3)nn2)CCS(=O)(=O)N1Cc1ccc(-c2cccc(N(C)C)c2)cc1 (stereo not given)
    ., ., 1.1, ., ., 24.0, -0.2, ., -3.5, 6.4
- CCCNC(=O)CN1C(=O)COc2ccc(S(=O)(=O)N3CCCCCC3)cc21
    18.4, -3.7, 0.9, -2.9, -0.1, 5.9, -5.8, -8.2, 0.0, 1.6
- COC(=O)c1c(NC(C)=O)sc(C(=O)N2CCOCC2)c1C
    -22.9, 0.2, 1.6, 0.1, -0.5, -7.7, -0.2, -17.2, 7.4, -15.6
- CCOC(=O)C1=C(COC(=O)c2ccc(Br)o2)NC(=O)NC1C (stereo not given)
    19.2, 5.2, -0.1, -3.2, -1.6, 3.0, -0.7, -0.2, 3.2, -2.5
- COCCn1c(=NC(=O)c2cc(-c3cccs3)nc3ccccc23)sc2cc(S(N)(=O)=O)ccc21
    0.1, -163.3, ., -0.7, 0.8, -3.8, -0.1, -12.7, 12.4, -17.1
- O=C(CCCCCNC(=O)c1ccccc1Cl)N/N=C/c1ccco1
    25.6, 10.1, 1.3, 1.0, 0.7, 2.1, -1.3, ., 0.1, 4.9
- CCSc1nc(COC(=O)NC)c(COC(=O)NC)n1C
    ., ., -0.3, ., -0.9, -1.7, ., -5.5, -2.4, -1.2
- CC(C)NC(=S)NCc1cccs1
    -11.3, 5.2, 1.8, 2.8, 0.8, -0.2, i, 0.7, -0.9, -5.4
- CCOc1ccccc1-n1c(=O)c2ccccc2c2ccccc2c1=O
    -3.8, -11.5, 1.8, 0.2, -1.8, 21.4, -0.4, 4.0&15.7, 0.4, -9.8

The final 3 compounds of the section above lead into the next:
Each structure is followed by: DUSP3 inh, Rv3671c inh, TcdB inh, 3CLpro inhibitor, PfHsp40 yeast, Y pestis TopoI, Vc quorum ag, PriA SSB inh, Anthrax LF inh2, MazF activator
- CCSc1nc(COC(=O)NC)c(COC(=O)NC)n1C
    ., ., -0.3, ., -0.9, -1.7, ., -5.5, -2.4, -1.2
- CC(C)NC(=S)NCc1cccs1
    -11.3, 5.2, 1.8, 2.8, 0.8, -0.2, i, 0.7, -0.9, -5.4
- CCOc1ccccc1-n1c(=O)c2ccccc2c2ccccc2c1=O
    -3.8, -11.5, 1.8, 0.2, -1.8, 21.4, -0.4, 4.0&15.7, 0.4, -9.8
- COc1ccc(NC(=O)c2ccccc2NC(=O)c2ccccc2)cc1
    -6.2, -0.7, 0.0, 3.7, 0.3, -3.8, i, -0.1, -1.3, -0.4
- CCOC(=O)[C@H]1NN=C(C(=O)OC)[C@@H]1c1ccccc1
    1.7, -0.2, 1.2, 0.7, -0.4, -7.1, -0.2, -16.1, -0.8, -0.3
- Cc1cc(C)n2nc(S(=O)(=O)Nc3c(Cl)cccc3Cl)nc2n1
    14.7, 0.5, -2.4, 4.4, 0.4, 1.0, -0.3, -5.7, 1.6, 4.2
- CC(CNC1CCCCC1)OC(=O)c1ccc([N+](=O)[O-])cc1 (stereo not given)
    ., ., 1.7, ., -0.9, 1.8, -1.0, 0.2, -7.7, 6.9
- O=C(Nc1ccccc1)Nc1ccccc1C(=O)NCCCN1CCOCC1
    27.1, -14.2, -0.3, 5.9, 2.2, 1.9, 0.1, -3.3, -20.8, -1.3
- CCC1SC(CC)C(=O)N(CC(=O)NCc2ccc(F)cc2)C1=O (stereo not given)
    11.9, -4.6, 0.1, 1.6, -0.5, 0.5, i, 7.3, -3.5, 1.9
- CSCCC(NS(=O)(=O)c1ccc(Cl)c(Cl)c1)C(=O)O (stereo not given)
    2.0, -3.2, 0.3, 5.9, -1.0, 10.9, -0.1, -18.1, -0.5, 4.4
- CCOC(=O)c1ccc(N2C(=O)C(C)=C(C)C2=O)cc1
    32.7, -1.9, ., -3.1, -0.5, -4.7, -0.7, 1.7, -5.3, -0.9
- COc1cc(C(O)c2nc(-c3cccc(C#N)c3)cs2)ccc1F (stereo not given)
    ., ., 1.8, ., ., -0.1, 1.2, ., -3.0, .
- CC(=O)C(C)Sc1nnc(-c2ccccc2F)n1C1CC1 (stereo not given)
    -13.7, -10.7, -0.6, 0.2, -1.4, 6.1, 0.5, -12.1, -4.1, 5.0
- CC(C)N(Cc1ccccc1)C(=O)c1cnc2n(c1=O)CCS2
    23.6, -3.0, 0.3, -6.2, -0.6, 9.2, -0.3, -8.1, -4.8, 4.6
- CCCCCN(C(=O)CN1CCC(Cc2ccccc2)CC1)c1c(N)n(CCCC)c(=O)[nH]c1=O
    2.3, 2.7, 1.8, 6.3, 1.0, -0.9, 0.0, -1.7, -6.6, -15.4
- Cc1ccc(C(=O)NCCOc2cccc3cccnc23)cc1Cl
    9.0, -9.7, -0.3, 2.2, -0.7, 21.3, i, -0.6, 1.1, 2.4
- COc1ccc(Cl)cc1C(=O)OCC(=O)Nc1sccc1C(N)=O
    ., -5.3, 5.4, ., 1.2, 2.9, i, 4.0, -5.0, -0.5
- COc1cc(C=O)c(Cl)cc1OCC(N)=O
    5.2, 6.0, -4.7, 1.7, 1.1, 0.8, 0.7, -0.3, 1.4, 9.8

(continued)
Each structure is followed by: DUSP3 inh, Rv3671c inh, TcdB inh, 3CLpro inhibitor, PfHsp40 yeast, Y pestis TopoI, Vc quorum ag, PriA SSB inh, Anthrax LF inh2, MazF activator
- CC(=O)c1cc2c(cc1NC(=O)c1c(-c3ccccc3)noc1C)OCO2
    27.6, 0.3, ., -1.2, 0.7, -2.9, -0.5, -11.4, -2.9, 21.6
- CC1CN(S(=O)(=O)c2ccc(C(=O)Nc3ccc(S(=O)(=O)Nc4ncccn4)cc3)cc2)CC(C)O1 (stereo not given)
    -9.9, 1.7, 0.1, 2.8, -0.2, 0.4, -0.4, 3.7, -1.9, -0.9
- Cc1ccc(NS(=O)(=O)c2c(C)[nH]c(C)c2C(=O)N2CCCCC2)cc1C
    12.8, 4.4, 0.2, -4.3, 0.2, 7.3, -0.2, 0.4, 7.1, 7.0
- COc1ccc(CCNC(=O)COC(=O)/C=C/c2ccc3c(c2)OCO3)cc1
    ., -7.4, 1.4, ., -2.7, 14.6, i, 4.0, 3.0, -5.1
- CCOc1ccc(N2C(=O)Nc3ccccc3C2(O)C(=O)NCc2ccc(F)cc2)cc1 (stereo not given)
    9.1, 3.9, 0.4, 0.3, 0.7, -8.7, -0.2, -3.3, -1.1, 5.2
- CCCCNS(=O)(=O)c1ccc2nc(SCC(=O)Nc3ccccc3)[nH]c2c1
    -3.9, -14.1, 0.0, 0.8, -0.9, 3.7, -0.4, -11.0, -0.3, -1.8
- COc1ccccc1OCC(=O)N1CCCC(N(C)Cc2ccccc2)C1 (stereo not given)
    -3.6, -4.3, -1.0, 1.2, 0.1, 11.5, -4.6, -15.2, -2.6, -24.7
- O=C1c2ccccc2C(=O)N1Cc1ccco1
    13.5, 3.2, ., 0.0, -1.2, 14.7, 7.7, 5.8, 0.6, 2.5
- CS(=O)(=O)N(CC(=O)N1CCCCC1)c1cccc(F)c1
    15.1, 17.1, -0.7, 5.0, -0.6, 2.6, 0.2, -3.6, -5.3, 5.9
- O=c1c2nnn(-c3cccc(F)c3)c2ncn1Cc1ccccn1
    -6.8, 5.7, -0.4, -1.6, -1.5, 8.6, i, -20.0&-11.2, -0.3, -7.0
- CN(C)/N=C/C=C1\CC/C(=C\c2ccc(Br)cc2)C1=O
    7.9, -10.1, ., -4.8, -0.3, 0.4, 0.4, ., -4.3, 12.9
- COc1cc(CNc2ccc(N3CCN(C(C)=O)CC3)cc2)ccc1OCc1ccc(F)cc1
    60.9, -4.2, -8.5, 4.0, -0.5, 1.0, i, 28.3, -6.1, -6.9
- CCOC(=O)c1c(NC(=O)CSc2ncccn2)sc2c1CCN(Cc1ccccc1)C2
    -1.2, ., 1.7, -0.4, 0.4, 17.6, -0.1, 0.0, 0.9, -12.2
- O=C(O)CCC(=O)NCc1ccc2[nH]c3c(c2c1)CCCC3
    29.9, -4.0, -0.9, 2.5, 0.5, -3.1, -0.2, -3.4, -5.5, 1.8
- O=C(N/N=C/c1cc([N+](=O)[O-])ccc1O)C12CC3CC(CC(C3)C1)C2
    5.5, 6.4, -0.1, 4.2, 0.8, 0.8, -0.7, ., -5.3, 3.6

Remaining list, next part
Each structure is followed by: DUSP3 inh, Rv3671c inh, TcdB inh, 3CLpro inhibitor, PfHsp40 yeast, Y pestis TopoI, Vc quorum ag, PriA SSB inh, Anthrax LF inh2, MazF activator
- CS(=O)(=O)N1CCc2cc(C(=O)Nc3cccc([N+](=O)[O-])c3)ccc21
    -6.4, -14.1, -0.5, -3.5, -0.1, 0.6, -0.8, 3.3, 1.9, 2.5
- Nn1cnnc1N/N=C\c1ccc(-c2ccccc2[N+](=O)[O-])o1
    17.0, ., -1.9, 1.1, -0.7, -8.9, -0.4, ., 1.9, 3.5
- CSc1ccc(-c2c(C#N)c(N)nc3c2CCCC3)cc1
    29.4, -8.2, ., 3.3, 0.0, -0.5, i, -11.1, -1.0, 10.1
- COc1ccc(-c2cccc(NS(=O)(=O)c3cc([N+](=O)[O-])c(C)c([N+](=O)[O-])c3)c2)nn1
    ., 1.5, 1.3, ., 0.1, 4.5, 0.0, -1.6, 0.9, -5.5
- CC1=C(C(N)=O)C(c2ccccc2)n2nc(-c3cccs3)nc2N1 (stereo not given)
    -8.6, 19.3, 1.5, -4.0, 1.1, 9.3, -0.3, -5.3, -2.0, 7.3
- CCOc1ccc(CN2CCC(C(=O)Nc3cccc(-c4ccn[nH]4)c3)CC2)cc1Cl
    -10.2, 4.1, 1.0, -0.8, 0.2, -6.3, i, 1.6, -3.6, 6.2
- Cc1oc(C(C)(C)C)cc1C(=O)N1CCN(c2ccc(C(F)(F)F)cn2)CC1
    20.4, 4.3, 0.8, 1.6, -1.7, 33.8, -0.5, 2.9, -8.0, -2.8
- Nc1c([N+](=O)[O-])c(=O)sc2ccccc12
    25.9, -7.2, 0.3, -4.3, -0.8, -6.7, -0.2, -7.9, -5.5, 14.7
- O=C(N/N=C/c1cccs1)c1[nH]ncc1Br
    1.1, ., 2.3, -0.3, 0.7, -0.7, -1.1, ., -1.5, 2.6

Bioassay records (PubChem)

These rows are one share of the data. The share of hits here may be higher or lower than overall.
